# KAT2A inh = qHTS Assay for Inhibitors of GCN5L2; Histone acetyltransferase KAT2A (Homo sapiens), Q92830; GCN5L2 HAT assay, ThioGlo1 CoA-SH fluorescence; Potency, µM (top dose mostly 58.9 µM), inactives show at the top dose activity change, negative = inhibition, hits mostly inhibitors; 390,000 tested, 0.21% active; AID 504327, 2011
#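 Enzyme at 20nM final was mixed with library compounds for 15 min at room temperature. Peptide H3(1-25) at 75uM, acetyl-CoA at 70uM and ThioGlo1 at 50uM were then added. Plates were read immediately and after 20 min (Ex340nm/Em540nm).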
# N370S GC = qHTS Assay for Inhibitors and Activators of N370S glucocerebrosidase as a Potential Chaperone Treatment of Gaucher Disease; Lysosomal acid glucosylceramidase (Homo sapiens), P04062; N370S GC spleen homogenate, 4MU-glucoside fluorescence; Potency, µM (series often up to 59.4 µM), inactives show at the top dose activity change, negative = inhibition, usual class: inhibitors; 330,000 tested, 0.092% active;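 note: 0% = full enzyme activity and -100% = no enzyme basal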
# FEN1 inhibitor = qHTS Assay for the Inhibitors of Human Flap endonuclease 1 (FEN1); 390,000 tested, 0.35% active; Recombinant FEN1 flap cleavage, fluorescence, 15 min; Potency, µM (top dose mostly 114 µM), for the others: at the top dose activity change, negative = inhibition, most hits filed as inhibitors; note: nearly all actives have a fitted effect of over 65% in size
# Target sequence (P39748 whole entry, looked up): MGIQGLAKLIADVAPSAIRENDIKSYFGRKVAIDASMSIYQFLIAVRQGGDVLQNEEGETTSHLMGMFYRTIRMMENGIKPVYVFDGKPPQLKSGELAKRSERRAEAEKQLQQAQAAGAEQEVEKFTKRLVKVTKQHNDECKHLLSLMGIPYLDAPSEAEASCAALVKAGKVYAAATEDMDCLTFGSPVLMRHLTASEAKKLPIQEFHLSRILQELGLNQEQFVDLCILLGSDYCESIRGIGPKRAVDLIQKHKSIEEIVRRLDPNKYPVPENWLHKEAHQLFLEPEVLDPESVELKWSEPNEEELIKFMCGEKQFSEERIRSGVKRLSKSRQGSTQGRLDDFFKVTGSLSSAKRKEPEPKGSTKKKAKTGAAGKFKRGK
#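 With each library titrated from low to high concentration, compounds met 10 nM FEN1 for 15 min at room temperature before 50 nM substrate was added; readings at 0 and 15 min fed four-parameter Hill curve fits.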
# An asterisk follows results filed as active; ? = inconclusive; . = not tested or not shown; & = joins results of further samples; [ ] = dose if it differs, or a comment. Calls come from the whole dose curve; as a rule, active = well fitted curve in the direction sought with a large enough effect; inconclusive = small, poorly fitted or top-dose-only effect, or another doubt; inactive = no such curve, though single readings can be large; an effect the other way counts as inactive or inconclusive. Unless noted, % is set by controls: 0 for no effect and ±100 for the full control effect; potency is the fitted concentration of half-maximal effect.
Compound	N370S GC	FEN1 inhibitor	KAT2A inh
N=c1sccn1CC(=O)Nc1ccc(S(=O)(=O)N2CCOCC2)cc1	1%	-5%	0%
O=[N+]([O-])c1ccc(NC(=S)N2CCCC2)cc1	-14%	8%	-11%
O=C(COC(=O)/C=C/c1ccc([N+](=O)[O-])cc1)NCC1CCCCC1	.	-3%	4%
COc1ccccc1-c1c(C)nn2c(N3CCN(c4cccc(Cl)c4)CC3)cc(C)nc12	.	-13%	-3%
N[C@@H](Cn1ccc(=O)n(Cc2ccccc2C(=O)O)c1=O)C(=O)O	10%	.	-25%
C=CCn1c(O)c(N=Nc2nc3ccccc3c(=O)n2-c2ccccc2)c2ccccc21	-1%	1%	2%
O=C(COC(=O)C1C2CC3OC(=O)C1C3C2)Nc1ccc(F)cc1 (stereo unspecified)	19%	-2%	-3%
CCCNC(=O)CN(c1ccc(F)c(Cl)c1)S(C)(=O)=O	2%	9%	1%
COCCNC(=O)Cn1ccc2cc(S(=O)(=O)N3CCCCC3)ccc21	-20%	-15%	-1%
O=C(Nc1onc2c1CCCC2)c1ccccc1	.	8%	-10%
COc1ccc(OCC(=O)NCc2ccc3c(c2)CCN3C(=O)c2ccc(F)cc2)cc1	.	-2%	1%
O=C1CCC(C(=O)N2CCCCO2)CN1CCc1ccccc1 (stereo unspecified)	3%	-9%	-3%
CNC(=O)c1c(Cl)cnn1-c1ccc(F)cc1	-8%	17%	-6%
CCCCC[n+]1ccn(C2=C([O-])c3ccccc3C(=O)/C2=N\S(=O)(=O)c2ccc(Cl)cc2)c1	8%	11%	-8%
CCOC(=O)c1c(C)oc2ncnc(NCCc3ccccc3)c12	.	?	-5%

# Next section, overlapping the part above by three compounds.
Compound	N370S GC	FEN1 inhibitor	KAT2A inh
CNC(=O)c1c(Cl)cnn1-c1ccc(F)cc1	-8%	17%	-6%
CCCCC[n+]1ccn(C2=C([O-])c3ccccc3C(=O)/C2=N\S(=O)(=O)c2ccc(Cl)cc2)c1	8%	11%	-8%
CCOC(=O)c1c(C)oc2ncnc(NCCc3ccccc3)c12	.	?	-5%
CC(C)NC(=O)N(C)C[C@H]1Oc2ccc(NC(=O)Cc3ccccc3)cc2C(=O)N([C@H](C)CO)C[C@@H]1C	.	-4%	0%
Cc1cc(C)cc(Nc2nc3c(S(=O)(=O)c4cccc(Cl)c4)nnn3c3ccsc23)c1	.	14%	-2%
Cc1ccc(Cl)cc1NC(=O)COC(=O)c1ccc(N2CCCC2)c([N+](=O)[O-])c1	5%	.	32%[activator]
COc1ccc(CCNC(=O)COC(=O)C23CC4CC(CC(C4)C2)C3)cc1	10%	-11%	-25%
Nc1ccn(Cc2ccc(F)cc2)n1	0%	18%	-1%
CCOC(=O)CC1C(=O)NCCN1C(=O)c1cc2c(=O)n3ccccc3nc2s1 (stereo unspecified)	?	.	?
CCOC(=O)N=Nc1c(O)n(C)c2ccccc12	23%	14%	1%
CCOc1ccccc1NC(=O)n1ncc2cc(Cl)ccc21	.	17%	-1%
O=C(C1=C(O)C(=O)N(c2ncccn2)C1c1cccc(Cl)c1)c1ccco1 (stereo unspecified)	-9%	-1%	.
CC1CCN(Cc2cc(=O)oc3cc(O)c(Cl)cc23)CC1	?	-16%	?
Cc1cc(NC(=O)CN(C)S(=O)(=O)c2ccc3c(c2)CCC(=O)N3)ccc1Br	.	-1%	-7%
CC(C)(C)OC(=O)N1C2C=CC1C1=COCCN1C2=O (stereo unspecified)	4%	4%	.
O=C(CCC(=O)N1CCN(S(=O)(=O)c2ccccc2)CC1)NC1CCCc2ccccc21 (stereo unspecified)	3%	10%	2%
O=C(NCc1nnc2n1CCCCC2)c1ccc(Cl)cc1Cl	0%	3%	0%
Cc1c2cn[nH]c(=O)c2c(C)n1Cc1ccc(F)cc1	6%	-17%	-7%
Cn1c(=O)n(C)c2cc(S(=O)(=O)NCCOCCO)ccc21	13%	-11%	-2%
O=C(CCn1c(SCC(=O)NCc2ccco2)nc2ccccc2c1=O)NCCc1ccccc1	8%	8%	-6%
CCOc1ccccc1N1CCN(C(=O)c2cc(-c3cccnc3)nc3c(Cl)cccc23)CC1	-8%	-1%	?
COc1ccc(S(=O)(=O)Cc2ccc(C(=O)N3CCN(Cc4ccccc4)CC3)o2)cc1	-1%	-5%	-7%
O=C(Nc1nnc(-c2ccccn2)o1)c1cccc(Cl)c1	8%	-5%	-6%
CCOc1ccc2[nH]c(C(=O)N/N=C/c3ccc(OC)cc3)cc2c1	-1%	-12%	2%
COc1ccc(CNC(=O)c2cnc(N(C)C)nc2)cc1	.	7%	18%
COc1ccc(Cn2nnc3c(=O)[nH]c(C4CCN(C(=O)c5ccc(C)cc5)CC4)nc32)cc1OC	.	-8%	2%
O=C1/C(=C/c2ccccn2)SC(=S)N1NS(=O)(=O)c1ccccc1	-10%	-9%	-8%
Cc1cc(C)n(-c2ccc(C(=O)OCC(=O)Nc3ccccc3[N+](=O)[O-])cc2)n1	-2%	7%	17%
CCc1ccc(Nc2nnc(SCC(=O)c3ccc4c(c3)NC(=O)CO4)s2)cc1	1%	.	11%
S=C(Nc1ccccc1)Nc1ccc(Cl)cc1Cl	3%	-4%	8%
Cc1cc(N2CCCCC2)nc2ccc(NC(=O)c3cccc(F)c3)cc12	.	-24%	-16%
COC(=O)/C=C(\C)NC(=O)c1cccs1	7%	-2%	-5%
CCOC(=O)C1CCN(S(=O)(=O)c2ccccc2)CC1	-11%	-15%	-19%
Cc1oc2nc(SCC(=O)NCc3cccnc3)nc(N)c2c1C	0%	1%	-5%
CC(C)c1cc(C(=O)N2CCCC(CCC(=O)N3CCN(c4ccccn4)CC3)C2)no1 (stereo unspecified)	3%	-4%	4%
Cc1ccc(NC(=O)c2sc3nc[nH]c(=O)c3c2C)cc1C	.	7%	-7%
CN1CCN(C(=O)C2=C[C@H](c3ccccc3)C[C@H](OCc3ccc(CO)cc3)O2)CC1	6%	19%	-3%
Cc1cc(-c2n[nH]c(=S)n2/N=C/c2ccc(Br)s2)n[nH]1	0%	1%	-7%
Cc1cc(NC(=O)c2ccc(Cl)c(Cl)c2)ccc1-c1cc2ccccc2oc1=O	.	-5%	-3%
O=c1c(-c2ccc(O)cc2)coc2c(C3OC(CO)C(O)C(O)C3O)c(O)ccc12 (stereo unspecified)	4%	.	-20%
CSc1nc(NC(C)(C)C)nc(Oc2ccc(=O)[nH]n2)n1	-7%	4%	1%
COc1ccccc1NC(=O)CSc1nc(O)cc(=O)n1-c1ccccc1OC	-13%	-2%	?
COc1ccc2ccccc2c1/C=N/O	-3%	3%	-4%
CCOc1c(C)cc(-c2ncccc2O)cc1C	-17%&-29%	6%&13%	-3%&-7%
CN(C)C(=O)NC1CCCCCCCCCCC1	5%[2.35 µM]	6%	0%
O=C(CCCC(=O)c1ccc(F)cc1)c1ccc(F)cc1	5%	-4%	1%
O=C(c1cc(-c2ccc(Br)cc2)nc2ccccc12)N1CCC1	-1%	-7%	-4%
Cc1cc(C)c2c(-c3ccc(F)cc3)c(C#N)c(=O)n(C)c2n1	3%	-3%	-17%

# Reprinted from the part before: seven compounds, followed by the next part.
Compound	N370S GC	FEN1 inhibitor	KAT2A inh
COc1ccccc1NC(=O)CSc1nc(O)cc(=O)n1-c1ccccc1OC	-13%	-2%	?
COc1ccc2ccccc2c1/C=N/O	-3%	3%	-4%
CCOc1c(C)cc(-c2ncccc2O)cc1C	-17%&-29%	6%&13%	-3%&-7%
CN(C)C(=O)NC1CCCCCCCCCCC1	5%[2.35 µM]	6%	0%
O=C(CCCC(=O)c1ccc(F)cc1)c1ccc(F)cc1	5%	-4%	1%
O=C(c1cc(-c2ccc(Br)cc2)nc2ccccc12)N1CCC1	-1%	-7%	-4%
Cc1cc(C)c2c(-c3ccc(F)cc3)c(C#N)c(=O)n(C)c2n1	3%	-3%	-17%
COC(=O)c1c(NC(=O)CSc2nc3ccccc3c(=O)n2Cc2ccco2)sc(C)c1C	3%	0%	-3%
Cc1nc2c(o1)CCc1ccccc1C2O (stereo unspecified)	?	4%	-1%
Cc1csc(SCC(=O)NC(=O)c2ccccc2)n1	-6%	-15%	-13%
CCOc1ccccc1NC(=S)NCc1cccn1C	13%	-13%	-6%
Cc1cccc(NC(=O)c2cnc3sccn3c2=O)c1C	?	.	?
O=C(CSc1ccccn1)Nc1nc2ccccc2s1	19%	11%	-2%
CCc1ccc(CNC(=O)c2cc3cc(S(=O)(=O)N4CCCCC4)ccc3n2C)cc1	.	3%	-9%
COc1cc(NC(=O)[C@@H](NC(=O)c2ccco2)C(C)C)c(OC)cc1NC(=O)c1ccccc1	2%	5%	0%
COc1cc(N2C(=O)CSC23C(=O)N(Cc2cccc(F)c2)c2ccccc23)cc(OC)c1OC (stereo unspecified)	.	8%	-8%
O=C1c2cnc3ncnn3c2CC2c3ccccc3CCN12 (stereo unspecified)	?	-1%	-13%
CCOC(=O)C1=C(Cn2cnc3ccccc32)NC(=O)NC1c1ccc(OC)cc1 (stereo unspecified)	4%	-4%	0%
O=C(CN1C(=O)c2ccccc2S1(=O)=O)Nc1ncccn1	-5%	13%	4%
Cc1nc2ccn(Cc3cccnc3)c(=O)c2cc1C(=O)Nc1ccc(OC(F)(F)F)cc1	.	0%	-1%
CN(NC1OC(=O)c2ccccc21)c1c([N+](=O)[O-])cc(C(F)(F)F)cc1[N+](=O)[O-] (stereo unspecified)	-13%	3%	-8%
O=C(NCCc1ccccc1)C(=O)NCC1OCCCN1S(=O)(=O)c1ccc(F)cc1 (stereo unspecified)	-3%	1%	-10%

# Compound profiles, as listed above. Values in the order: N370S GC	FEN1 inhibitor	KAT2A inh
# `O=C(c1cc(-c2ccc(Br)cc2)nc2ccccc12)N1CCC1` in the list: -1%	-7%	-4%
# `Cc1cc(NC(=O)CN(C)S(=O)(=O)c2ccc3c(c2)CCC(=O)N3)ccc1Br` in the list: .	-1%	-7%
# `COc1ccc(Cn2nnc3c(=O)[nH]c(C4CCN(C(=O)c5ccc(C)cc5)CC4)nc32)cc1OC` in the list: .	-8%	2%
# `S=C(Nc1ccccc1)Nc1ccc(Cl)cc1Cl` in the list: 3%	-4%	8%

# The list continues.
Compound	N370S GC	FEN1 inhibitor	KAT2A inh
CCCC[C@@H]1CNC(=S)N1CCCc1cc(OC)c(OC)c(OC)c1	-5%	14%	-6%
CCCn1c(SCC(=O)NCCc2ccccc2)nnc1C(C)C	8%	-6%	14%
COc1ccccc1NS(=O)(=O)c1cc(NC(=O)Nc2ccc(Cl)cc2Cl)ccc1N1CCCCC1	5%	-11%	-5%
COc1cccc(C(=O)c2cn(CC(=O)Nc3cccc(C(F)(F)F)c3)c3nc(C)ccc3c2=O)c1	.	-11%	-12%
COc1ccc(N/N=C(/C#N)S(=O)(=O)C(C)(C)C)cc1	0%	1%	-1%
Cc1cccc(OCCSc2nncn2C)c1	-5%	8%	-1%
O=S(=O)(c1ccc2c(c1)OCCO2)N1CCN(S(=O)(=O)c2ccccn2)CC1	.	20%	-2%
CC(C)Oc1ccc(CCNC(=O)C2CCC(=O)N(C3CCCCCC3)C2)cc1 (stereo unspecified)	0%	1%	-6%
COCCCNC(=O)COc1ccc2oc3c(c2c1)CCCC3	-2%	8%	2%
COC(=O)[C@]1(C)N[C@H](CN(C)C(=O)Nc2ccc(F)cc2)[C@@H]2C(=O)N(C)C(=O)[C@@H]21	.	-6%	0%
O=C(CSc1ccccn1)Nc1nc2c(ccc3ccccc32)s1	29%	4%	-11%
O=C(Oc1ccc(N(Cc2cccs2)C2=NS(=O)(=O)c3ccccc32)cc1)c1ccccc1	-4%	-8%	-4%
Cc1ccc(OCC(=O)NC2CCCCCC2)cc1C	?	12%	-5%
O=C(CCN1C(=O)/C(=C/c2ccc3c(c2)OCO3)SC1=S)Nc1ccccc1	-3%	14%	-1%
COc1ccc(CCNC(=O)c2c(C)cc(=O)oc2C)cc1OC	25%	1%	-7%
COc1ccc2[nH]cc(CCNc3cc(-c4ccccc4OC)ncn3)c2c1	-10%	.	-14%
Cc1ccc(N2C(=O)C(NC(=O)c3ccccc3)(C(F)(F)F)C3=C2CC(C)(C)CC3=O)cc1 (stereo unspecified)	4%	4%	-1%
O=C(/C=C/c1ccccc1Cl)Nc1cccnc1	-9%	-22%	-17%

# Screens from PubChem.

# The list is partial. The share of hits here may be higher or lower than overall.
